Screening results from PubChem BioAssay.
ALDH1A1 block: blocks purified human ALDH1A1 activity; P00352; Purified ALDH1A1, NADH fluorescence, propionaldehyde substrate; Potency, µM (top dose mostly 75.3 µM), inactives show top-dose activity, negative = inhibition, hits mostly inhibitors; 220,000 compounds, 7.3% hits; AID 1030; active = well fitted inhibition curve with a large enough effect, not every such curve was filed as active; inconclusive = small, poorly fitted or top-dose-only effect, or another doubt; inactive = no such curve, though single readings can be large or run the other way;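 also: plate controls were no enzyme wells and a reference inhibitor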
NPSR antag: neuropeptide S receptor (human) antagonism, cAMP; Q6W5P4; CHO-NPSR cells, cAMP TR-FRET, antagonist mode; Potency, µM (highest dose often 38.3 µM), without a hit: top-dose activity change, negative = inhibition, actives largely listed as inhibitors; 220,000 compounds, 1% hits; also: % is scaled to controls: 0 for no effect and ±100 for the full control effect; nearly all actives have a fitted effect of over 50% in size; many of its hits are not listed in these tables
Target sequence (Q6W5P4 whole entry, looked up): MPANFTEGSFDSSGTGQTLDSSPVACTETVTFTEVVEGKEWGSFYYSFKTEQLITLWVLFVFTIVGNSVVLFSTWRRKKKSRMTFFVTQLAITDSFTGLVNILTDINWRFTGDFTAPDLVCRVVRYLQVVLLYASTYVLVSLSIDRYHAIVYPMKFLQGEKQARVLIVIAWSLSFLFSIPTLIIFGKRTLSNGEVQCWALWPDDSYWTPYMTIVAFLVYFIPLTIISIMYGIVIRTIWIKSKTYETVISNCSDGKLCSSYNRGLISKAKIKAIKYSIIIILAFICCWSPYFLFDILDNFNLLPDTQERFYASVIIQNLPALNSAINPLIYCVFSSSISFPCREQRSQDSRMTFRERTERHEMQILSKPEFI
Epigenetic reg: epigenetic control regulation, reporter derepression; Potency, µM (top dose mostly 53.9 µM), for the others: top-dose GFP activation, most hits filed as activators; murine LDR cells, GFP reporter derepression, 30 h; 280,000 compounds, 0.2% hits; also: % of control where 0% means no effect; nearly all actives have a fitted effect of over 60% in size
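Derepression of a silenced CMV-GFP reporter in murine LDR cells is scored by enumerating GFP-positive cells with a laser-scanning microplate cytometer after 30 hours of treatment at 37 C.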
GAA glycogen mod: inhibitors or activators of human alpha-glucosidase glycogen cleavage | P10253 | recombinant GAA, glycogen substrate, Amplex Red glucose oxidase fluorescence | Potency, µM (titrated, usually from 76.4 µM), inactives show at the top dose activity change, negative = inhibition, most hits filed as inhibitors | 300,000 compounds, 0.38% hits | AID 2100;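 also: 0% = full enzyme reaction and -100% = no-enzyme basal signal; the screen sought inhibitors and activators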
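Recombinant enzyme (4 nM final) with compounds titrated up to 77 uM and bovine liver glycogen (30 ug) in citrate pH 5.0, 0.01% Tween-20, 37 C 40 min. Released glucose detected by Amplex Red/glucose oxidase (Ex 573/Em 610); AC50 from Hill fits.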
GLA spleen mod: inhibitors or activators of human alpha-galactosidase in spleen homogenate; human spleen homogenate, 4MU-alpha-Gal fluorescence, 40 min; 240,000 compounds, 0.008% hits; Potency, µM (titrated, usually from 80 µM), inactives show at the top dose activity change, negative = inhibition, usual class: inhibitors;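 also: 0% = enzyme with vehicle and -100% = no enzyme basal signal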
Target sequence (P06280 32-429 limits assumed): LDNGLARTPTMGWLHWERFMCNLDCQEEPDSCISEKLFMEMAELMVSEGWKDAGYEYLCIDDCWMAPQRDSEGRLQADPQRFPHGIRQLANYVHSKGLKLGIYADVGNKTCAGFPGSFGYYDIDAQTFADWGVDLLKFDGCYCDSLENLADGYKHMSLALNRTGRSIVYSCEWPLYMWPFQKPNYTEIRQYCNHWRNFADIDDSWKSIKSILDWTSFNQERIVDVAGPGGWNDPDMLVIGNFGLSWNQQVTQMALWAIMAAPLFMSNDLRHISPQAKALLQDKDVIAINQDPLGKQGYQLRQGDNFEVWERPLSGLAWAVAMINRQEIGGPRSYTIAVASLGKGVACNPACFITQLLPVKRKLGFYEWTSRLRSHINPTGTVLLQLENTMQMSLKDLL
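Inhibition or activation of alpha-galactosidase in human spleen homogenate is scored by 4-MU fluorescence after 40 min at 37C, pH 5.0, with 1 mM substrate. AC50s come from concentration-response fitted to the Hill equation.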
GAA inhib: inhibitors of human lysosomal alpha-glucosidase. P10253. purified human GAA, 4-MU-alpha-glucoside fluorescence. Potency, µM (series often up to 76.9 µM), without a hit: top-dose activity change, negative = inhibition, hits mostly inhibitors. 200,000 compounds, 0.005% hits;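 also: plate controls were uninhibited enzyme wells for no effect and no-enzyme background for full effect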
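Endpoint fluorogenic read: 20 min room-temperature reaction of 4 nM human alpha-glucosidase with 400 uM 4-methylumbelliferyl-alpha-D-pyranoside, pH 5.0, quenched with 1M NaOH/1M glycine pH 10. AC50 from Hill modeling.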
Tau fluor counter: counter-screen for tau fibril formation inhibitors | tau K18 P301L Alexa594 fluorescence, heparin fibrillization | AID 1463 | 280,000 compounds, 0.93% hits | Potency, µM (series often up to 57.7 µM), for the others: at the top dose activity change, negative = decrease; also: % is scaled to controls: 0 for no effect and ±100 for the full control effect; nearly all actives have a fitted effect of over 55% in size
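Human tau K18 P301L (15 uM unlabeled, 0.24 uM Alexa 594-labeled) in 100 mM sodium acetate pH 7 with 20 uM heparin, 6 hr at 37 C. ThT 30 uM added, 1 hr ambient; Alexa 594 FP and total fluorescence read at 555/632 nm.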
GAA spleen mod: lysosomal alpha-glucosidase (human) modulation | P10253 | human spleen homogenate, 4-MU-alpha-glucoside fluorescence | Potency, µM (highest dose often 79.9 µM), without a hit: at the highest dose activity change, negative = inhibition, usual class: inhibitors | 240,000 compounds, 0.006% hits | AID 2112;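 also: 0% = enzyme with vehicle and -100% = no enzyme basal signal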
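AC50 values come from Hill-equation fits of concentration-response data, normalized to no-enzyme and full-activity controls. Enzyme source: 1 ug human spleen homogenate; 1 mM fluorogenic 4-MU glucoside, pH 5.0 citrate buffer, 37 C, 40 min.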
Active calls of the source: *; u = inconclusive; x = no result given; & = joins results of further samples; [ ] = another dose, or the depositor's remark. Unless noted, calls follow the shape of the dose curve; as a rule, active = well fitted curve in the direction sought with a large enough effect; inconclusive = small, poorly fitted or top-dose-only effect, or another doubt; inactive = no such curve, though single readings can be large; an effect the other way counts as inactive or inconclusive. Potency is read from the fitted curve at half-maximal effect.

no.	mol	ALDH1A1 block	NPSR antag	Epigenetic reg	GAA glycogen mod	GLA spleen mod	GAA inhib	Tau fluor counter	GAA spleen mod
1	O=C(Cc1ccccc1)NNS(=O)(=O)c1ccc(F)cc1	u	1%	-0.1%	-9%	2%	u	10%[2.34 µM]	4%
2	O=C(/C=C/c1ccco1)Nc1cccc(NC(=O)/C=C/c2ccco2)n1	-6%	-16%	0.0%	9%	-14%	-4%	u	-4%
3	Fc1ccc(NC(=S)NCc2ccccc2Cl)cc1	-5%	-21%	0.0%	-15%	-3%	0%	0%	5%
4	COC(=O)Cc1[nH]n(-c2ccccc2)c(=O)c1C(C)=Nc1ccccc1	0%	-28%	0.0%	-3%	-1%	1%	-7%	-1%
5	CC(O)C1CCC2C3CC[C@H]4CC(O)CCC4(C)C3CC3(OCCO3)C12C (some centres not stated)	u	u	1.7%	-1%	-14%	-4%	1%	-11%
6	CCOC(=O)N1CCN(C(=O)CCn2c(=S)[nH]c3ccsc3c2=O)CC1	1%	1%	-3.9%	-32%	-5%	-5%	-3%	-6%
7	Cc1ccc(NC(=O)C2C(=O)N(C)c3ccccc32)cc1 (configuration not stated)	1%	-10%	0.0%	u	13%	4%	-5%	2%
8	CCOC(=O)c1sc(/N=C/C2=C(O)CC(C)(C)CC2=O)c(C(=O)OCC)c1C	11µM*	41%	9.9%	-11%	3%	1%	10%	1%
9	CC(O)c1nc2ccc(Cc3ccc4nc(C(C)O)[nH]c4c3)cc2[nH]1 (configuration not stated)	19%	5%[46.1 µM]	0.2%	3%	3%	-5%	5%	-1%
10	C=CCc1c(C)nc(C)nc1N/N=C/c1ccccc1	13%	1%[46.1 µM]	-6.5%	u	-1%	2%	-2%	-2%
11	O=S(=O)(O)c1nc2ccccc2n1CCOc1ccccc1	-9%	5%[46.1 µM]	0.0%	13%	-5%	-1%	0%	-4%
12	CC(C)N(C)CCOC(=O)c1ccccc1Cl	5%	15%	-1.3%	-2%	9%	-1%	14%	7%
13	CCOc1ccc(N(CC(=O)NC(C)CC)S(C)(=O)=O)cc1 (configuration not stated)	-6%	4%[46.1 µM]	-0.2%	1%	-25%	3%	-6%	-24%
14	NC(N)=NC1=NC(=O)/C(=C/c2ccccc2-n2cccn2)S1	0%	-3%	-6.7%	21%	-3%	-7%	-7%	-6%
15	Cc1cc(/C=N\NC(=O)CC(=O)NC2CCCCC2)c(C)n1-c1ccc(Cl)c(Cl)c1	-7%	20%[46.1 µM]	-1.3%	-6%	-4%	-2%	-6%	-12%
16	CCCCCCN(C(=O)CCCCCN1C(=O)NC(c2ccc(-c3ccccc3)cc2)C(C(=O)OCc2ccccc2)=C1C)C(C)C(=O)NCCCC (configuration not stated)	9%&9%	-17%	3.9%&2.3%	-2%	1%&-12%	-3%	-14%&-15%	0%&-4%
17	COC(=O)c1ccccc1NC(=O)Cn1c(=O)n(Cc2ccccc2)c(=O)c2c(C)c(C)sc21	3%	-12%	5.6%	2%	2%	6%	-16%	-2%
18	Cc1ccc(C)c(NC(=O)COC(=O)CNC(=O)c2ccccc2Cl)c1	0%	-6%	0.1%	5%	2%	0%	-2%	-3%
19	COc1ccc(S(=O)(=O)NCCc2cn3cccc(C)c3n2)cc1OC	3%	-5%[46.1 µM]	-0.8%	3%	3%	-5%	0%	1%
20	COCCOC(=O)C1=C(N)Oc2c(oc(CO)cc2=O)C1c1c(F)cccc1Cl (configuration not stated)	6%	-10%[46.1 µM]	-0.2%	0%	19%	-2%	-6%	-5%
21	CC1(C)CC(=O)C2=C(C1)N1C(=C(C#N)C2c2ccc(Cl)cc2)N=C(N)c2ccccc21 (configuration not stated)	16%	u	2.8%	-10%	-5%	1%	u	0%
22	CCC(=O)N1CCc2cc(Br)cc(S(=O)(=O)CCC(=O)NCC3CCCO3)c21 (configuration not stated)	4%	9%[46.1 µM]	1.9%	-1%	-3%	3%	7%	0%
23	C=CCn1c(C)cc(C(=O)CN2C(=O)c3ccccc3C2=O)c1C	u	-14%[46.1 µM]	-0.9%	-2%	-2%	3%	-10%	6%
24	COCCN(CCOC)C(=O)C12CCC(C)(C(=O)C1)C2(C)C (configuration not stated)	1%	-11%[46.1 µM]	-1.9%	-3%	-6%	2%	5%	-11%
25	Cc1ccc(N2CCN(C(=O)CCc3nc4ccccc4[nH]3)CC2)c(C)c1	9%	-11%[46.1 µM]	-1.8%	15%	-11%	-4%	-13%	-6%
26	O=C(O)CCCNC(=O)/C(=C\c1ccc(Cl)cc1)NC(=O)c1ccc(Br)cc1	-10%	10%	-0.3%	19%	3%	3%	-6%	3%
27	COc1ccc(-c2ncc3ccccn23)cc1OC	u	-13%[46.1 µM]	2.9%	21%	-1%	-13%	-20%	-3%
28	N#CC(c1ccccc1)N(CCCCl)C(=O)c1ccccc1 (configuration not stated)	-9%	12%	0.0%	2%	0%	-3%	-7%	-4%
29	Cc1ccc(NC(=O)CSc2nc3[nH]ncc3c(=O)[nH]2)c(C)c1	-4%	28%	1.5%	-2%	0%	5%	-12%	0%
30	COCCN1Cc2cccc(C(=O)Nc3ccc(S(=O)(=O)N4CCCCCC4)cc3)c2C1=O	x	-11%	1.1%	5%	2%	x	-8%	6%

Overlap with the part before: four entries; new compounds follow.
no.	mol	ALDH1A1 block	NPSR antag	Epigenetic reg	GAA glycogen mod	GLA spleen mod	GAA inhib	Tau fluor counter	GAA spleen mod
27	COc1ccc(-c2ncc3ccccn23)cc1OC	u	-13%[46.1 µM]	2.9%	21%	-1%	-13%	-20%	-3%
28	N#CC(c1ccccc1)N(CCCCl)C(=O)c1ccccc1 (configuration not stated)	-9%	12%	0.0%	2%	0%	-3%	-7%	-4%
29	Cc1ccc(NC(=O)CSc2nc3[nH]ncc3c(=O)[nH]2)c(C)c1	-4%	28%	1.5%	-2%	0%	5%	-12%	0%
30	COCCN1Cc2cccc(C(=O)Nc3ccc(S(=O)(=O)N4CCCCCC4)cc3)c2C1=O	x	-11%	1.1%	5%	2%	x	-8%	6%
31	Cc1cccc(C(=O)Nc2nnc(COc3ccccc3)s2)c1	8%	-7%	-1.1%	5%	0%	4%	-10%	-3%
32	COc1ccc2nc(NC(=O)C3CCCN(S(=O)(=O)c4cccs4)C3)sc2c1 (configuration not stated)	u	u	-1.1%	-6%	5%	-8%	u	8%
33	Cc1ccccc1Nc1oc(-c2ccccc2)nc1-c1ccccc1	u	x	1.1%	x	2%	x	-17%	2%
34	Cc1ccc2c(c1)c1c(n2CC(O)CN2CCC(C)CC2)CCCC1 (configuration not stated)	x	-11%	1.4%	-6%	0%	x	-24%	1%
35	CCNc1nc(NC(C)CC)nc(ON=C(C)C)n1 (configuration not stated)	8%	9%	1.6%	0%	-1%	7%	-9%	1%
36	CCOC(=O)C1=C(C)N(C)C(=S)NC1c1ccc(Cl)cc1Cl (configuration not stated)	1%	-26%	0.1%	-3%	4%	-4%	-11%	-1%
37	CCOc1ccc2ccccc2c1C(=O)N1CCN(c2ccccc2)CC1	u	-15%[46.1 µM]	-3.2%	-4%	7%	-6%	-5%	7%
38	CC(C)=CCC/C(C)=C/CO/N=C1/[C@H]2O[C@@H]2[C@@H](O)[C@H]2[C@H]1CCn1c(=O)n(-c3ccccc3)c(=O)n12	u	x	1.1%[10.1 µM]	x	8%[17.5 µM]	x	-17%[11.6 µM]	-9%[17.4 µM]
39	CN(C(=O)COC(=O)c1ccc[nH]c1=O)C1CCCCC1	1%	6%	-0.2%	-2%	2%	14%	0%	5%
40	CC(=O)c1cccc(N2Cc3ccccc3C2=NC(=O)CCl)c1	3.5µM*	-9%	1.2%	-14%	-6%	-1%	-3%	-4%
41	CCCCCCN(C(=O)CCCCCN1C(=O)NC(c2ccc(-c3ccccc3)cc2)C(C(=O)OCc2ccccc2)=C1C)C(C(=O)NCCCC)c1ccccn1 (configuration not stated)	u	-22%	-1.6%&-1.2%	-6%	2%&-1%	x	-3%&-22%	5%&-4%
42	COc1ccc(CCNC(=O)C2CC(c3c(Cl)cccc3Cl)=NO2)cc1 (configuration not stated)	-8%	-16%[46.1 µM]	-1.1%	-3%	-6%	0%	-22%	-3%
43	COc1ccc2c(c1)O[C@H](c1ccc3c(c1)OCO3)[C@@H](OC(=O)N[C@H]1CCCc3ccccc31)C2=O	12%&0%	-11%	-1.1%&7.4%	-7%	-16%&3%	4%	-11%&-25%	4%&6%
44	CC(=O)Nc1cccc(Oc2cc(C#N)c(C#N)cc2N2CCOCC2)c1	-8%	-6%[46.1 µM]	-1.0%	-3%	3%	-9%	1%	-8%
45	CCC(c1nc2ccccc2c(=O)n1-c1cccnc1)N1C(=O)c2ccccc2C1=O (configuration not stated)	9%	-11%[46.1 µM]	-1.1%	2%	-2%	-2%	0%	-1%
46	COc1ccccc1OCCCn1c(=O)oc2ccc(C)cc21	-4%	-6%[46.1 µM]	0.0%	-4%	-2%	-2%	-8%	-4%
47	C=C(C)CNC(=O)CCc1nnc(C2(c3ccc(Cl)cc3)CCC2)o1	-11%	14%	1.9%	-13%	10%	-5%	-3%	0%
48	O=C(Nc1cccc(C(F)(F)F)c1)c1cc(-c2cccs2)on1	-1%	-29%[46.1 µM]	-2.1%	3%	-2%	-2%	-13%	-19%

Arranged by value in GAA inhib (highest first): three of the compounds above.
entry | molecule | ALDH1A1 block | NPSR antag | Epigenetic reg | GAA glycogen mod | GLA spleen mod | GAA inhib
35 | CCNc1nc(NC(C)CC)nc(ON=C(C)C)n1 (configuration not stated) | 8% | 9% | 1.6% | 0% | -1% | 7%
43 | COc1ccc2c(c1)O[C@H](c1ccc3c(c1)OCO3)[C@@H](OC(=O)N[C@H]1CCCc3ccccc31)C2=O | 12%&0% | -11% | -1.1%&7.4% | -7% | -16%&3% | 4%
37 | CCOc1ccc2ccccc2c1C(=O)N1CCN(c2ccccc2)CC1 | u | -15%[46.1 µM] | -3.2% | -4% | 7% | -6%

Some of the compounds tested (hit frequency here may not be typical).
